MC4R antag cAMP: MC4R antagonists of cAMP signaling, primary screen, cell-based, TR-FRET, antagonist arm of biased-ligand search. Melanocortin receptor 4 (Homo sapiens), P32245. MC4R-expressing cells, MTII-stimulated cAMP, LANCE TR-FRET. inhibition, % at 6.5 µM. hit rate 0.48% among 360,000;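 active = inhibition above its plate's cutoff, the mean of tested wells on that plate plus 3 SD, cut at about 29% in these data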;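 note: 0% = Melanotan II alone and 100% = Melanotan II plus saturating MCL0020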
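System: U2OS cells stably expressing human melanocortin 4 receptor (MC4R). Reagent: Melanotan II challenge after compound preincubation. Doses: 6.5 µM. Times: 30-min compound, 1-h challenge, 1-h detection, room temperature. Measured by: TR-FRET with Eu-cAMP and labeled anti-cAMP, 671 nm. Replicates: singlicate.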
ABHD5-PLIN5 inh: ABHD5-PLIN5 interaction inhibitors, primary screen, cell lysate, split luciferase complementation, luminescence | Perilipin-5 (Homo sapiens) + 1-acylglycerol-3-phosphate O-acyltransferase ABHD5 (Homo … | Split G. princeps luciferase complementation, 4 h | inhibition, % at 4 µM | hit rate 0.78% among 360,000 | AID 602281, 2012;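 active = inhibition above the mean inhibition across every tested compound plus 3 SD, cut at about 22% in these data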;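 note: 0% = DMSO only wells and the 100% control is not disclosed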
Target sequence (Q00G26 whole entry, looked up): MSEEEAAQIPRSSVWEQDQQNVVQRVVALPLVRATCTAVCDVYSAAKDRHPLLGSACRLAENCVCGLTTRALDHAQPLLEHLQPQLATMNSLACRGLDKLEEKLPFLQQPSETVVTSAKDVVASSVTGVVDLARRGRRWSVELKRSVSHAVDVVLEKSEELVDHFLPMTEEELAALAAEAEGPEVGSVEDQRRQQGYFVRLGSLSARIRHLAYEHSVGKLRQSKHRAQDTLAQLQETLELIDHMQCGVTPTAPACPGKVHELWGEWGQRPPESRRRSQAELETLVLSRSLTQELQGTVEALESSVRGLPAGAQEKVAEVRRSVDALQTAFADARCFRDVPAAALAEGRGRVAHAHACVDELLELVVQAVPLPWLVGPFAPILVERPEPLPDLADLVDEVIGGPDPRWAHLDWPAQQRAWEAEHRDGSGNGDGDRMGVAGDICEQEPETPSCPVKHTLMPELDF
Target sequence (Q8WTS1 whole entry, looked up): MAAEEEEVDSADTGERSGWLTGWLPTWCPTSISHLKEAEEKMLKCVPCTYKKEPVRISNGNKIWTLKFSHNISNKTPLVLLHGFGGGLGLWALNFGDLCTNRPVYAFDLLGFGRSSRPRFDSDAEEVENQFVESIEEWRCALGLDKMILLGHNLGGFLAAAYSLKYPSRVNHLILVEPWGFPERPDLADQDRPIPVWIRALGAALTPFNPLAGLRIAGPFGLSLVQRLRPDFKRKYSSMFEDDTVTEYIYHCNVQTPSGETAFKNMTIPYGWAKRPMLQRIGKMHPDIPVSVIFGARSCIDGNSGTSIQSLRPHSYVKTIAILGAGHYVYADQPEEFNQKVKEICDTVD
TLR9-MyD88 inh: inhibitors of TLR9-MyD88 association in cells, primary screen, cell-based, CHO, BLA complementation, fluorescence. hit rate 0.21% among 340,000. CCF4 FRET ratio. inhibition, % at 4.98 µM. Toll-like receptor 9 (Homo sapiens) + Myeloid differentiation primary response protein …. AID 504734, 2011;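 active = inhibition above the mean over all tested compounds plus 3 SD, cut at about 21% in these data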;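 note: 0% = DMSO only wells and 100% = clavulanate BLA inhibitor control wells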
NOD2-RIPK2 inh: NOD2-RIPK2 binding disruptors in cells, primary screen, fluorescence, CHO cells, BLA complementation. inhibition, % at 4.98 µM. CCF4 ratio. hit rate 0.38% among 360,000. Receptor-interacting serine/threonine-protein kinase 2 (Homo sapiens), O43353; in the data active = inhibition above about 21%;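 note: 0% = vehicle only and 100% = reference blocker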
NCOA3 inh: SRC3 coactivator transcriptional activity inhibitors, primary screen, cell-based, luminescence; Nuclear receptor coactivator 3 (Homo sapiens), Q9Y6Q9; HEK293 GAL4-SRC3 luciferase reporter; inhibition, % at 3.6 µM; hit rate 0.17% among 360,000; AID 588352, 2011;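 active = inhibition above a per-campaign cutoff, the mean of all compounds plus 3 SD, cut at about 60% in these data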;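 note: 0% = DMSO-treated cells and 100% = gossypol-treated cells at 36 µM; higher means less SRC3-driven luciferase light from the GAL4 reporter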
SRC1 inh: SRC1 coactivator transcriptional activity inhibitors, primary screen, cell-based, luminescence | AID 588354, 2011 | HEK293 GAL4-SRC1 luciferase reporter | inhibition, % at 3.6 µM | hit rate 0.12% among 360,000;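 active = inhibition above the campaign mean plus 3 SD, with each screening campaign given its own cutoff, cut at about 60% in these data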;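 note: 0% = DMSO treated cells and 100% = gossypol at 36 µM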
NR2F2 inh: NR2F2 transcriptional activity inhibitors, primary screen, cell-based, luciferase reporter, HEK293T, luminescence; COUP transcription factor 2 (Homo sapiens), P24468; HEK293T NGFI-A luciferase reporter; inhibition, % at 8.6 µM; hit rate 0.7% among 370,000;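 active = inhibition above a per-plate cutoff, mean inhibition of test wells between control levels plus 3 SD, cut at about 38% in these data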;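 note: cells cotransfected with COUP-TFII expression vector driving the NGFI-A reporter; 0% = median of COUP-TF2 test wells and 100% = reporter-only cells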
EBV LMP1 NFkB: EBV LMP1-driven NF-kappaB luciferase reporter inhibitors, primary screen, cell-based, luminescence, single point | LMP1-induced NF-kappaB luciferase reporter cells | inhibition, % at 12.5 µM | hit rate 0.69% among 350,000 | AID 504558, 2011; in the data active = inhibition above about 41%;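 note: 0% = neutral control wells and 100% = reference inhibitor control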
NR5A2 inv ag: LRH-1 (NR5A2) inverse agonists, primary screen, cell-based, luminescence, HEK293T, StAR-luciferase reporter. Nuclear receptor subfamily 5 group A member 2 (Homo sapiens), O00482. inhibition, % at 3.6 µM. LRH-1 transfected, 24 h. AID 602396, 2012. hit rate 0.13% among 360,000;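 active = inhibition above the mean inhibition of all tested compounds plus 3 SD, cut at about 73% in these data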;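 note: 0% = DMSO wells and 100% = reporter-only cells lacking LRH-1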
MC4R ag barr: MC4R agonists recruiting beta-arrestin, primary screen, cell-based, luminescence, agonist arm of biased-ligand search; Melanocortin receptor 4 (Homo sapiens), P32245; U2OS MC4R beta-arrestin complementation; percent of melanotan II response, DMSO zero; activation, % at 8.9 µM; hit rate 0.98% among 360,000;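 active = activation above a per-plate cutoff, the mean activation of sample wells on that plate plus 3 SD, cut at about 8% in these data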
NCOA2 inhibitor: inhibition of GAL4-SRC2 driven luciferase reporter, primary screen, SRC2 inhibitor project, cell-based, luminescence; HEK293 GAL4-SRC2 luciferase reporter; inhibition, % at 9 µM; Nuclear receptor coactivator 2 (Homo sapiens), Q15596; hit rate 0.17% among 370,000;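 active = inhibition above the mean inhibition of all tested compounds plus 3 SD, set per campaign, cut at about 52% in these data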;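 note: 0% = DMSO treated cells and 100% = cells given Gossypol at 36 µM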
* marks the source's active call; other numbers are inactive results; . = no result given. A portion of the library; the hit share may differ from the screen's.

smiles,MC4R antag cAMP,ABHD5-PLIN5 inh,TLR9-MyD88 inh,NOD2-RIPK2 inh,NCOA3 inh,SRC1 inh,NR2F2 inh,EBV LMP1 NFkB,NR5A2 inv ag,MC4R ag barr,NCOA2 inhibitor
CC1=C(C(=O)OCCBr)C(c2cccc3ccccc23)NC(=O)N1 (stereo unspecified),6,1,-2,10,-20,0,13,3,-12,-0.7,16
COc1ccc(/C=C/C(=O)NC2CC3CCC2C3)cc1 (stereo unspecified),-2,1,-10,0,-89,-3,-39,0,2,0.2,-19
O=C(NCC(c1cccnc1)N1CCN(c2ccccc2F)CC1)OCc1ccccc1 (stereo unspecified),12,1,-10,14,11,0,9,13,-12,2.6,22
CCOC(=O)[C@]12CCC=C1N(Cc1cccc3ccccc13)C(=O)[C@H](CC(=O)N1CCSCC1)C2,.,5,.,-4,.,.,-4,.,-27,.,14
CN(C)CC(C)(C)CNC(=O)C1CCN(Cc2ccccc2O)CC1,9,1,-2,5,9,2,9,-6,13,0.3,-6
COc1ccc(CNC(=O)CSc2nnc3c(n2)[nH]c2ccc(OC)cc23)cc1,8,2,-6,8,0,-40,-7,-8,5,-1.7,8
Cc1ccc(C(=O)O)cc1NC(=S)NC(=O)Cc1ccccc1,4,3,-2,-4,-15,10,-9,1,13,1.9,12
CC(=O)c1c(C)[nH]c(C(=O)OCc2cc(-c3ccco3)on2)c1C,-1,6,-4,0,2,-4,11,12,6,1.6,20
Cc1ccc(N(C(=O)CNC(=O)c2ccco2)C(C(=O)NCC2CCCO2)c2ccccc2)c(C)c1 (stereo unspecified),2,2,-1,-14,18,-3,-9,-4,-9,-1.6,-6
COc1ccc(NC(=O)c2ccccc2NC(=O)CSc2ccc(Cl)cc2)cc1,-5,4,6,-4,-11,-16,-11,6,3,0.4,-3
Cn1c(=O)c(=O)n(C)c2cc(S(=O)(=O)N3CCN(C4CCCCC4)CC3)ccc21,5,-1,14,-5,-25,-10,-10,-3,-3,-1.1,-4
CCNc1nnc(SCC(=O)c2c(N)n(C3CC3)c(=O)[nH]c2=O)s1,1,8,-2,3,13,-12,-3,-11,-16,-0.2,-26
COc1ccc(N2CCN(C(=O)c3cccc(S(=O)(=O)N4CCOCC4)c3)CC2)cc1,1,4,0,-7,-9,-13,12,-4,3,-2.2,-10
CC(C)(C)NC(=O)C(c1ccncc1)N(Cc1cccs1)C(=O)Cn1nnc(-c2ccc(F)cc2)n1 (stereo unspecified),1,2,2,7,44,28,-12,6,24,0.4,-5
Cc1nn(-c2ccc(F)cc2)c(Cl)c1C(=O)OC(C)C(=O)N(C)C1CCCCC1 (stereo unspecified),5,9,-12,11,7,10,20,9,2,-2.8,3
Cc1c(N(C(=O)c2ccccn2)C2(C(=O)NC3CCCC3)CCCCC2)c(=O)n(-c2ccccc2)n1C,10,-6,-4,3,-5,11,-4,-1,4,-3.6,5
CN1CCC(OC(=O)COc2ccc(C(C)(C)C)cc2)CC1,5,1,0,4,-4,-55,-6,-13,16,2.1,-14
CC1(C)Cc2c(cnn2-c2ccccc2)C(NC(=O)CCCn2cncn2)C1 (stereo unspecified),1,8,7,-14,8,4,-4,-5,7,-1.4,-7
CS(=O)(=O)c1[nH]nc(-c2ccccc2)c1C#N,2,4,18,4,11,-12,3,0,3,-2.5,-27
Cc1cccc(C)c1NC1=C(Cl)C(=O)OC1OC(=O)c1ccccc1 (stereo unspecified),19,-9,1,8,-12,2,5,-9,-13,0.4,19
O=C(O)c1cc(N2C(=O)C3C4C=CC(C4)C3C2=O)ccc1NCc1cccnc1 (stereo unspecified),0,0,-1,-14,1,-5,19,4,-11,-1.6,16
N#CC1=C(N)Oc2n[nH]c(-c3cccs3)c2C1c1cccs1 (stereo unspecified),16,-30,5,-6,-21,-8,-2,10,15,0.8,-53
CCN(c1ccccc1)S(=O)(=O)c1ccc(C(=O)Nc2ccccn2)cc1,0,4,-5,-8,-85,-42,1,-4,-41,-1.2,0
CN(Cc1nc(-c2ccccc2)no1)C(=O)c1ccco1,3,2,8,-8,0,-21,4,-8,-13,-0.2,-12
Cc1onc(-c2c(F)cccc2Cl)c1C(=O)NCc1ccc2c(c1)OCO2,0,1,2,-11,11,-5,-1,6,-21,-2.5,-2
OC1(C#CCCN2CCCCC2)c2ccccc2-c2ccccc21,3,-3,-2,-5,9,-4,10,-4,3,-1.9,-16
COC(=O)Nc1nnc(/C=C/c2ccccc2)s1,-3,-2,5,0,-36,-87,17,-16,-41,-0.4,-56
O=C(C1CCC1)N1CCc2cc(S(=O)(=O)NCc3ccco3)ccc21,-2,-1,-8,-5,4,0,-34,10,-1,-1.0,-35
CN(C1CCS(=O)(=O)C1)S(=O)(=O)c1ccc(N2CCCC2=O)cc1 (stereo unspecified),-2,-4,5,3,23,12,-18,-6,10,-1.2,15
COc1cc(OC)cc(C2=Cc3ccc(OC)cc3C(CC(C)=O)N2c2ccc(-c3cccs3)cc2)c1 (stereo unspecified),.,-14,.,-4,.,.,5,.,12,.,1
CC(=O)NCCOc1nc(N2CCCCC2)nc(N2CCCCC2)n1,7,-7,3,8,-47,-1,5,-13,9,-3.5,35
CCCCn1c(CNC(=O)CC)nc2ccccc21,8,4,10,3,-20,-10,4,-1,-11,-0.6,-1
CC(C)(C)CC(=O)Nc1nnc(SCC(=O)Nc2ccccc2F)s1,-2,-3,-3,-2,12,4,9,19,19,-3.9,27
COc1ccc(N(CC(=O)NCc2ccc(F)cc2)C(=O)c2snc(C(N)=O)c2N)cc1,17,12,7,-9,-9,13,8,-1,-3,-0.2,-9
O=Cc1c(NCCc2cccc(F)c2)c2ccccc2[nH]c1=O,-1,-3,1,6,4,-9,-3,2,8,-1.5,12
O=C(CN1CCCCC1)N/N=C/c1ccccc1Br,1,-4,5,3,6,-7,8,-3,0,0.0,-6
O=C1Cc2cc(S(=O)(=O)NCc3ccccc3Cl)cc3c2N1CCC3,16,4,6,-7,3,-4,3,-3,-19,-0.3,-6
O=C(NC(Cc1ccccc1)C(=O)O)/C(=C\c1ccco1)NC(=O)c1ccccc1 (stereo unspecified),-8,5,5,-4,0,2,-10,-9,-2,1.6,-10
CNCc1cn2cc(Cl)ccc2n1,15,4,10,-2,-3,14,-17,3,0,0.1,2
O=C(CN1CCN(S(=O)(=O)c2ccccc2)CC1)Nc1ccc([N+](=O)[O-])cc1,6,3,2,-7,-1,4,-3,12,27,-2.7,-2
Cc1nc(NCCOc2ccccc2)sc1C(=O)Nc1ccccc1,10,-5,1,-2,-45,-68,-49,-29,-36,1.7,-2
O=C(CCc1ccccc1)Nc1ccc(N2CCOCC2)cc1,14,-4,-2,-8,-57,-23,-3,2,-42,0.3,-14
Cc1ccccc1CS(=O)(=O)CCC(=O)N1CCN(c2ccc(N3CCOCC3)nn2)CC1,-5,2,-8,1,13,5,9,-6,11,-1.9,14
COc1ccc(NC(=O)CSc2nc(C3CC3)nc3ccccc23)c(OC)c1,6,-2,-10,-2,1,-23,15,0,30,-0.6,30
CCCOCC(O)CCc1n[nH]c(=S)n1-c1ccccc1 (stereo unspecified),5,5,-4,-13,20,-34,6,4,2,3.8,-27
COc1cc2c(cc1OC)C(c1cccs1)N(C(=O)c1ccncc1)CC2 (stereo unspecified),-1,6,-6,-3,-1,-10,-5,-6,13,-2.5,-46
Cc1ccc(C(=O)N2CCN(c3ccc(NC(=O)c4cccnc4)cc3)CC2)cc1,-1,2,-4,-8,16,17,5,17,0,-1.6,13
O=C(Nc1nnc(-c2ccc(Br)cc2)o1)c1ccco1,1,-9,-3,6,-26,-46,.,-2,-31,-3.0,.
CCN(CC)S(=O)(=O)c1cccc(-c2nnc(SCc3ncc(-c4ccccc4)o3)n2C)c1,3,4,0,-4,-6,-7,22,-2,5,-2.3,5
CC(C)=CCN1CCN(Cc2c(C)nn(C)c2Cl)CC1CCO (stereo unspecified),11,-6,-3,5,8,-4,-8,3,-8,-3.4,-7
COc1ccccc1CNc1n[nH]c(NCc2ccccc2OC)n1,1,6,-7,3,15,7,2,-2,-8,2.1,18
